Assay outcomes (PubChem BioAssay)
RGS7-Gao: RGS7-Galphao binding modulators, primary screen, biochemical, multiplexed bead flow cytometry; Guanine nucleotide-binding protein G(o) subunit alpha (Homo sapiens), P09471; actives lie on both sides; binding response (% of control), % at 10 µM; 0.35% of 220,000 active; AID 1439, 2008; in the data active = binding response below about 49% or above about 150%; inconclusive = no clear call, values can overlap the other calls; inactive = in between;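 note: fluorescent Galphao held in activated GDP-AlF4 state binding bead-coupled RGS7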
Bim-Bcl-XL: inhibitors of Bim-Bcl-XL binding, primary screen, biochemical, multiplexed, bead flow cytometry, human Bcl-XL; Bcl-2-like protein 1 (Homo sapiens), Q07817; Bim peptide-Bcl-XL binding, fluorescence; inhibition, % at 10 µM; 0.04% of 190,000 active
Target sequence (Q07817 whole entry, looked up): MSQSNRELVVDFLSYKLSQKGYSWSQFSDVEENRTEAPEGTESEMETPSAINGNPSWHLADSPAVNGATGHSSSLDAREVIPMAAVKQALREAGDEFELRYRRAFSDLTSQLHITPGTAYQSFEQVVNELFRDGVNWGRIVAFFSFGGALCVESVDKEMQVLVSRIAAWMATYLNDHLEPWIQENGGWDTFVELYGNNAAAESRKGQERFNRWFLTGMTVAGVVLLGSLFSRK
Bim-Bfl-1: inhibitors of Bim binding to Bfl-1, primary screen, biochemical, multiplexed, bead-based flow cytometry. Bcl-2-related protein A1 (Homo sapiens), Q16548. 0.12% of 190,000 active. Bim-Bfl-1 binding inhibition. inhibition, % at 10 µM;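 note: 0% = wells without compound plus tracer and 100% = blocker peptide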
RGS4-Gao reg: modulators of RGS4 binding to Galphao, primary screen, biochemical, multiplexed bead flow cytometry. AID 1415, 2008. 0.33% of 220,000 active. actives lie on both sides. Guanine nucleotide-binding protein G(o) subunit alpha (Homo sapiens), P09471. binding response (% of control), % at 10 µM; in the data active = binding response below about 49% or above about 150%; inactive = in between;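 note: fluorescent Galphao activated with aluminum fluoride binding bead-coupled RGS4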
Bcl-2 Bim block: inhibitors of Bim-Bcl-2 binding, primary screen, biochemical, multiplexed, human Bcl-2 family; Apoptosis regulator Bcl-2 (Homo sapiens), P10415; Bead-based flow cytometry, Bim peptide-Bcl-2 binding; inhibition, % at 10 µM; 0.06% of 190,000 active; AID 950, 2007; in the data active = inhibition above about 40%; inconclusive = no clear call, values can overlap the other calls;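 note: 0% = no compound wells with probe peptide and 100% = reference peptide inhibitor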
Target sequence (P10415 whole entry, looked up): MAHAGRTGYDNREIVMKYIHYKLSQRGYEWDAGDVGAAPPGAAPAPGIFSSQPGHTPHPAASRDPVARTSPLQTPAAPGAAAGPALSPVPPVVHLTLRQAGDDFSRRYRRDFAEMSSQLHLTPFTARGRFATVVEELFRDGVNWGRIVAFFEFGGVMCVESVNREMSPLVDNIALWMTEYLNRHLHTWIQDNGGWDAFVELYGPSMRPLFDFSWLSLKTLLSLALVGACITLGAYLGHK
RGS8-Gao: RGS8-Galphao binding modulators, primary screen, biochemical, multiplexed bead flow cytometry; Guanine nucleotide-binding protein G(o) subunit alpha (Homo sapiens), P09471; actives lie on both sides; response (percent of control binding), % at 10 µM; 0.34% of 220,000 active; AID 1423, 2008; in the data active = response below about 60% or above about 140%; inactive = in between;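 note: Galphao activated as the GDP aluminium fluoride complex binding bead-coupled RGS8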
Mcl1 Bid PPI: Mcl-1/Bid binding inhibitors, primary screen, biochemical, TR-FRET, 1536-well | Induced myeloid leukemia cell differentiation protein Mcl-1 (Homo sapiens), Q07820 | inhibition, % at 21.7 µM | 0.97% of 220,000 active | TR-FRET Mcl-1/Bid-Dy647 peptide binding | AID 1021, 2008;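 active = compounds that cut the binding signal by more than half at the single screening dose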;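 note: His-tagged Mcl-1 with europium anti-His antibody binding Bid BH3 peptide; 0% = Mcl-1 plus peptide wells and 100% = peptide-only wells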
Target sequence (Q07820 whole entry, looked up): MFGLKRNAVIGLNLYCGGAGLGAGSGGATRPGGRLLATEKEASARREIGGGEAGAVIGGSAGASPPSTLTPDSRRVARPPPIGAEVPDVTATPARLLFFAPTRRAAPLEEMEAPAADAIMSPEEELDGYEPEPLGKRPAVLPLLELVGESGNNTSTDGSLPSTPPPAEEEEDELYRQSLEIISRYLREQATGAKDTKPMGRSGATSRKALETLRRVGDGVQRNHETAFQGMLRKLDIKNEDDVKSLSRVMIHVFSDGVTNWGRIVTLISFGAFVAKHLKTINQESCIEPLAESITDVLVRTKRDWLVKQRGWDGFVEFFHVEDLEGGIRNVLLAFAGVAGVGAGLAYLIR
Bcl-B Bim block: inhibitors of Bim-Bcl-B binding, primary screen, biochemical, multiplexed, human Bcl-2 family; Bcl-2-like protein 10 (Homo sapiens), Q9HD36; bead-based flow cytometry, Bim peptide-Bcl-B binding; inhibition, % at 10 µM; 0.073% of 190,000 active;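 note: 0% = tracer peptide without compound and 100% = reference inhibitor peptide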
Mcl-1 Bim block: inhibitors of Bim peptide binding to Mcl-1, primary screen, biochemical, bead-based flow cytometry, multiplex; Bim peptide-Mcl-1 binding; inhibition, % at 10 µM; 0.1% of 190,000 active;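 note: 0% = no compound tracer wells and 100% = peptide blocker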
Bcl-W Bim block: inhibitors of Bim binding to Bcl-W, primary screen, biochemical, multiplexed, bead-based flow cytometry | Bim peptide-Bcl-W binding | Bcl-2-like protein 2 (Homo sapiens), Q92843 | AID 952, 2007 | 0.02% of 190,000 active | inhibition, % at 10 µM;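 note: 0% = bound tracer without compound and 100% = peptide blocker; higher means less fluorescent Bim peptide bound to Bcl-W beads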
Target sequence (Q92843 whole entry, looked up): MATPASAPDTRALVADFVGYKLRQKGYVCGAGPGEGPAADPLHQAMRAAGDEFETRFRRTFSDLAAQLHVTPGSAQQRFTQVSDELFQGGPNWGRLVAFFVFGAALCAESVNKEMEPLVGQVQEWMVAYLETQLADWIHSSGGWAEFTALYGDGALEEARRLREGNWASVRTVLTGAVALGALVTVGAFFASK
Mcl1-Noxa inh: Mcl-1/Noxa binding inhibitors, primary screen, biochemical, TR-FRET, 1536-well; Induced myeloid leukemia cell differentiation protein Mcl-1 (Homo sapiens), Q07820; AID 1022, 2008; TR-FRET Mcl-1/Noxa peptide binding, 2 h; 1.5% of 220,000 active; inhibition, % at 21.7 µM;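 active = compounds that cut the protein-peptide binding signal by more than 50% relative to plate controls in a single-dose test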;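 note: His-tagged Mcl-1 with rhodamine Noxa BH3 peptide and terbium anti-His antibody; 0% = Mcl-1 plus Noxa peptide wells and 100% = peptide-only wells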
* hit, by the source's call; ? = inconclusive; / = no result given; [ ] = remark or other dose. Cut-off read from the data, not from the text of the source, unless noted: active = inhibition above about 40%. These rows are one share of the data; rates above refer to the full screens.

SMILES | RGS7-Gao | Bim-Bcl-XL | Bim-Bfl-1 | RGS4-Gao reg | Bcl-2 Bim block | RGS8-Gao | Mcl1 Bid PPI | Bcl-B Bim block | Mcl-1 Bim block | Bcl-W Bim block | Mcl1-Noxa inh
Cn1c(O)c(C=NCc2ccco2)c(=O)n(C)c1=O | 97 | 0 | -8 | 99 | -3 | 100 | 6 | -6 | 1 | 4 | 6
COc1ccccc1-n1c(Cc2ccccc2)nc2ccccc2c1=O | 95 | -4 | -6 | 100 | -1 | 100 | -11 | -3 | -1 | -1 | 5
CCOc1ccccc1-n1c(O)c(C=NCCCn2ccnc2)c(=O)[nH]c1=O | ? | / | / | 92 | / | 90 | -14 | / | / | / | -7
CCc1ccc(OCC(=O)N2CCN(Cc3ccc4c(c3)OCO4)CC2)cc1 | 104 | -1 | -8 | 101 | -2 | 104 | -28 | -5 | 6 | 0 | 2
CCCC/C(=N\O)c1c[nH]c2ccccc12 | 95 | -3 | -4 | 78 | 0 | 89 | -9 | -2 | 0 | -1 | 1
C=CCN1C(=O)NC(=O)/C(=C/c2ccc(OC)c(COc3ccc(NC(C)=O)cc3)c2)C1=O | ? | / | / | 102 | / | 93 | 0 | / | / | / | 6
NC(=O)c1ccc(C(=O)Nc2ccc([As](=O)(O)O)cc2)cc1 | ? | / | / | 104 | / | 103 | 3 | / | / | / | 6
CCCNC(=O)c1c(N)n(Cc2ccc3c(c2)OCO3)c2nc3ccccc3nc12 | 110 | 3 | 0 | 106 | 0 | 108 | -22 | -14 | 1 | -1 | 56*
O=C(O)CCn1cc(C=C2C(=O)NC(=O)NC2=O)c(-c2cc3ccccc3oc2=O)n1 | 94 | 3 | 1 | 102 | 2 | 100 | -31 | 5 | 1 | 4 | 16
OCCN1C2CCC1CC(O)(c1ccc(F)cc1)C2 (stereo not given) | 96 | -6 | -9 | 103 | -7 | 101 | -10 | -6 | 1 | 0 | -7
CN1CCN(/N=C/c2c(O)n(Cc3ccc(F)cc3)c(=O)[nH]c2=O)CC1 | ? | / | / | 101 | / | 102 | -80 | / | / | / | 3
O=c1[nH]c2ccccc2o1 | 94 | -3 | 1 | 92 | -5 | 81 | -5 | -6 | 0 | -4 | -3
COc1ccc(N2C(=O)NC(=O)/C(=C/c3cccc(OC(=O)c4cccs4)c3)C2=O)cc1Cl | 98 | 0 | 2 | 102 | -1 | 106 | -72 | 0 | -2 | 0 | 44
CN1CCN(c2cc(N3CCNCC3)ccc2[N+](=O)[O-])CC1 | 102 | 0 | -1 | 103 | -3 | 103 | -31 | -3 | 4 | 0 | 30
CCCc1nnc(NC(=O)CCC(=O)N2CCN(CCOC(c3ccccc3)c3ccccc3)CC2)s1 | 105 | -7 | -10 | 99 | -6 | 102 | -9 | -7 | -6 | -4 | -6
O=C(Cc1ccccc1)OCn1nnc2ccccc2c1=O | 102 | 1 | 9 | 102 | 9 | 88 | 13 | 3 | -5 | 0 | -3
Cn1c(O)c(C=Nc2ccccc2-c2ccccc2)c(=O)n(C)c1=O | ? | / | / | 103 | / | 103 | -9 | / | / | / | 5
Cc1nn(C)c(C)c1/C=C1/CC2C3CC=C4CC(O)CCC4(C)C3CCC2(C)C1=O (stereo not given) | 96 | -6 | 4 | 94 | -4 | 95 | 3 | -1 | -1 | -1 | 8
CCOc1ccc(Cl)cc1CNCCc1ccc(F)cc1 | 109 | -4 | -6 | 105 | -4 | 107 | -23 | -4 | -1 | -4 | 12
N/C(=N\[N+](=O)[O-])N/N=C/c1ccc(O)cc1 | 98 | -4 | -3 | 100 | -1 | 100 | -68 | -1 | -1 | -2 | 6
Cc1cccc(-n2c(O)c(C=Nc3ccc(Br)cn3)c(=O)[nH]c2=O)c1 | 80 | -2 | -6 | 82 | -6 | 84 | -4 | -3 | 0 | -1 | -10
CCCC1(CCC)C(=O)NC(=NCc2ccccc2)NC1=O | 106 | 7 | -11 | 101 | -8 | 101 | -8 | -9 | 0 | -2 | 6
COc1ccc(CN2C(=O)NC(=O)/C(=C/c3ccc([N+](=O)[O-])s3)C2=O)cc1 | ? | / | / | 93 | / | 89 | 5 | / | / | / | 65*
OCC1(CO)COC(c2cccnc2)N1 (stereo not given) | 102 | -6 | -13 | 102 | -4 | 105 | -7 | -4 | 0 | 4 | 3
CCNC(=S)N(C)CCc1cc2c(c(OC)c1C=C1C(=O)N(C)C(=O)N(C)C1=O)OCO2 | ? | / | / | 90 | / | 96 | -13 | / | / | / | 6
O=c1[nH]c(O)c(N=Nc2ccc(SC(F)F)cc2)c(=O)[nH]1 | ? | / | / | 99 | / | 95 | 9 | / | / | / | 31
CC(=O)c1cc(C(C)=O)c(C)[n+](C)c1C | ? | / | / | 102 | / | 101 | -21 | / | / | / | -12
O=C(C1CCC(=O)N1C1CCCC1)N1CCC2(CC1)OCCO2 (stereo not given) | 100 | -1 | -1 | 102 | -6 | 102 | -11 | 0 | 0 | 0 | -1
COc1ccc(Cn2c(O)c(/C=N/NC(=O)c3ccncc3)c(=O)[nH]c2=O)cc1 | ? | / | / | 100 | / | 101 | -82 | / | / | / | -58
CC(=O)Nc1ccc(OCCF)cc1 | 102 | -2 | -7 | 105 | -4 | 100 | -5 | -6 | 0 | 0 | 6
O=C(CNC(=O)c1ccc(Cl)cc1)Nc1ccc(Br)cc1C(=O)c1ccccc1 | 101 | -5 | -1 | 98 | -3 | 104 | 4 | -6 | -4 | -2 | -18
CCOP(=S)(OCC)Oc1cc(C)oc(=O)c1Cl | ? | / | / | 96 | / | 91 | 7 | / | / | / | 16
Cc1cc(N2CCOCC2)ccc1/C=C1\C(=O)NC(=O)N(c2ccccc2)C1=O | 102 | -2 | 2 | 102 | 1 | 100 | -31 | 5 | 3 | -1 | 4
COc1cccc(/C=C2\N=C(c3cncc(Br)c3)OC2=O)c1 | 102 | -8 | -8 | 103 | -8 | 104 | 3 | -8 | -7 | -7 | 14
O=c1[nH]c(=O)n(Cc2ccc(F)cc2)c(O)c1C=NCCCO | 156*[activator] | 1 | 1 | 110 | 0 | 97 | -5 | 1 | -2 | 0 | -4
O=C1C2CCCN2C(c2cccnc2)N1c1cccc(Cl)c1 (stereo not given) | 91 | -4 | -9 | 96 | -8 | 96 | -9 | -3 | -1 | 1 | 7
CN1CCN(CCC(C#N)(c2ccccc2)c2ccccc2)CC1 | 100 | -8 | -15 | 100 | -10 | 98 | 22 | -12 | -3 | -2 | 33
CC/C(CC(c1ccccc1)c1c(O)c2ccccc2oc1=O)=N\NC(N)=S (stereo not given) | 102 | -5 | 0 | 103 | 0 | 101 | 9 | -2 | -2 | -3 | 18
C=CCn1c(O)c(/C=C2\C=Nc3ccccc32)c(=O)[nH]c1=O | ? | / | / | 98 | / | 99 | -24 | / | / | / | 7
Cc1cccc(-n2c(O)c(C=NCCCN3CCOCC3)c(=O)[nH]c2=O)c1C | 101 | -8 | -13 | 100 | -6 | 99 | -15 | -10 | -6 | -4 | 1
CCOC(=O)C1=C(N)Oc2ccccc2C12C(=O)N(CC(=O)OC)C(CC(=O)OC)=C2C(=O)OC (stereo not given) | 104 | 0 | -1 | 97 | 0 | 99 | -28 | 0 | -2 | 0 | 10
CC12CN3CC(C)(CN(C1)C3c1cccs1)C2=O (stereo not given) | ? | -3 | -6 | 97 | -4 | 99 | 12 | -2 | 1 | -1 | 19
N#Cc1ccc(/C=C/C(=O)O)cc1 | ? | / | / | 100 | / | 96 | -11 | / | / | / | -4
N#CCCn1cc(C(=O)Nc2ccc([N+](=O)[O-])cc2)c(-c2ccc3c(c2)OCCO3)n1 | 103 | -4 | -5 | 104 | -5 | 104 | 13 | -9 | -1 | -4 | -7
CCCc1c(C)nc(SCC(=O)C(C)(C)C)nc1OC(=O)N(C)C | ? | / | / | 99 | / | 100 | -20 | / | / | / | 13
Cc1ccsc1C(=O)C1CCCN(Cc2c(C)nn(C(C)C)c2C)C1 (stereo not given) | 108 | -3 | -6 | 100 | -6 | 118 | 36 | -7 | -2 | -5 | -4
O=[N+]([O-])c1ccc(NCCO)c2ncccc12 | 101 | -4 | -1 | 98 | 4 | 103 | -2 | -2 | 1 | -1 | -2
C=CCNC(=O)c1c(N)n(Cc2ccco2)c2nc3ccccc3nc12 | 89 | -4 | -13 | 102 | -9 | 92 | -10 | -10 | -1 | 0 | 57*
CC[N+]12CCC(CC1)C(C(O)(c1ccccc1)c1ccccc1)C2 (stereo not given) | ? | / | / | 103 | / | 101 | -15 | / | / | / | 5
O=c1c2ccccc2nc(-c2ccc(Cl)cc2Cl)n1-c1nccs1 | 104 | -6 | -9 | 104 | -5 | 100 | -13 | -11 | -3 | -6 | -4
Cc1ccc2cccc(OC(=O)N3CCCC3)c2n1 | 98 | -4 | -13 | 96 | -7 | 100 | -28 | -7 | -1 | 0 | -22
COc1ccc(C(=O)C2CCCN(C3CSCCSC3)C2)c(OC)c1 (stereo not given) | 106 | -8 | -2 | 104 | -3 | 106 | -26 | -7 | 0 | -5 | -4
COP(=O)(OC)C(Nc1ccccn1)c1ccccc1 (stereo not given) | 94 | -8 | -17 | 95 | -10 | 87 | -1 | -12 | -8 | -3 | 22
CCCCn1c(=O)c(C(=O)Nc2ccsc2C(=O)OC)c(O)c2ccccc21 | 97 | -6 | -3 | 98 | 1 | 101 | -3 | -3 | -6 | -2 | 11
Cc1ccc2c(c1)C(c1ccccc1)NCC(=O)N2 (stereo not given) | 102 | -4 | 0 | 103 | -1 | 105 | 5 | -2 | -3 | -1 | 2
Cc1ccc(/C=C2\C(=O)NC(=S)N(c3ccccc3F)C2=O)s1 | 96 | -9 | 0 | 98 | -2 | 99 | 19 | -10 | 0 | -6 | 93*
CC(NC(=O)Cc1cccc2ccccc12)C(=O)N1CCC(=O)CC1 (stereo not given) | 100 | 0 | -7 | 100 | -1 | 100 | -4 | -2 | 0 | -3 | 8
